CRFBP-R2 block = antagonists of CRF-binding protein/CRF-R2 receptor complex; HEK293 CRF-R2/CRF-BP, CRF-induced calcium fluorescence; inhibition, % at 11.8 µM; 350,000 tested, 0.59% active; AID 588475;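 active means inhibition of the ligand-induced calcium signal above about 50% at the single tested concentration, limit read from the data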
GalR3 antag = human GalR3 antagonism; HEK293 GalR3-CNG cAMP membrane potential fluorescence; galR3 body fused to GalR1 C-terminus; 360,000 tested, 0.44% active; AID 651719; O60755; inhibition, % at 3 µM;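 active means inhibition above the screen-wide average plus 3 SD, cut at about 13% in these data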;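 further: forskolin and galanin both at EC90 stimulate the cells; cAMP rise reported by CNG channel membrane potential dye signal; 0% = forskolin plus galanin with DMSO and 100% = forskolin alone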
NS3 helicase inh = inhibitors of Hepatitis C virus NS3 helicase; AID 1800; NS3 helicase DNA unwinding, Cy5 molecular beacon fluorescence; inhibition, % at 10.9 µM; 290,000 tested, 0.56% active;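 active means inhibition above the mean of all tested compounds plus 3 SD, set per campaign, cut at about 35% in these data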;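 further: 0% = DMSO wells and 100% = thioflavine S control wells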
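Compound dosing – single dose, 10.9 µM nominal final, DMSO 0.8% final · System – NS3 helicase fragment of HCV · Buffer or medium – MOPS pH 6.5, MgCl2, DTT, Tween20, BSA · Signal – Cy5 beacon fluorescence read at start and 1 h · Also added – annealed dual-labelled DNA beacon duplex, ATP-started · Schedule – 1 h at 25 °C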
VIM-2 inhibitor = inhibitors of Pseudomonas aeruginosa VIM-2 metallo-beta-lactamase. inhibition, % at 5.6 µM. purified VIM-2, nitrocefin hydrolysis, epi-absorbance fluorescence. AID 1527. 290,000 tested, 0.89% active;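 active means inhibition above the mean of all tested compounds plus 3 SD, cutoff set per screening run, cut at about 7.5% in these data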;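 further: red hydrolysis product quenches plate fluorescence so inhibitors raise well fluorescence; 0% = enzyme with DMSO and 100% = DMSO without enzyme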
pCIP destab = compounds decreasing mouse p/CIP protein stability; Q05BA5; F442A p/CIP-EGFP cells, EGFP fluorescence, 16 h; decrease of EGFP signal, % at 10 µM; 290,000 tested, 0.01% active; AID 1984;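 active means EGFP signal decrease of at least 30% at 10 µM or well 3 SD below plate mean, unless failing retest; inactive means the rest, including hits failing retest or dose response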; further: some compounds called inactive have numbers as strong as hits; many of its hits are not listed in these tables
Target sequence (Q05BA5 1-1403): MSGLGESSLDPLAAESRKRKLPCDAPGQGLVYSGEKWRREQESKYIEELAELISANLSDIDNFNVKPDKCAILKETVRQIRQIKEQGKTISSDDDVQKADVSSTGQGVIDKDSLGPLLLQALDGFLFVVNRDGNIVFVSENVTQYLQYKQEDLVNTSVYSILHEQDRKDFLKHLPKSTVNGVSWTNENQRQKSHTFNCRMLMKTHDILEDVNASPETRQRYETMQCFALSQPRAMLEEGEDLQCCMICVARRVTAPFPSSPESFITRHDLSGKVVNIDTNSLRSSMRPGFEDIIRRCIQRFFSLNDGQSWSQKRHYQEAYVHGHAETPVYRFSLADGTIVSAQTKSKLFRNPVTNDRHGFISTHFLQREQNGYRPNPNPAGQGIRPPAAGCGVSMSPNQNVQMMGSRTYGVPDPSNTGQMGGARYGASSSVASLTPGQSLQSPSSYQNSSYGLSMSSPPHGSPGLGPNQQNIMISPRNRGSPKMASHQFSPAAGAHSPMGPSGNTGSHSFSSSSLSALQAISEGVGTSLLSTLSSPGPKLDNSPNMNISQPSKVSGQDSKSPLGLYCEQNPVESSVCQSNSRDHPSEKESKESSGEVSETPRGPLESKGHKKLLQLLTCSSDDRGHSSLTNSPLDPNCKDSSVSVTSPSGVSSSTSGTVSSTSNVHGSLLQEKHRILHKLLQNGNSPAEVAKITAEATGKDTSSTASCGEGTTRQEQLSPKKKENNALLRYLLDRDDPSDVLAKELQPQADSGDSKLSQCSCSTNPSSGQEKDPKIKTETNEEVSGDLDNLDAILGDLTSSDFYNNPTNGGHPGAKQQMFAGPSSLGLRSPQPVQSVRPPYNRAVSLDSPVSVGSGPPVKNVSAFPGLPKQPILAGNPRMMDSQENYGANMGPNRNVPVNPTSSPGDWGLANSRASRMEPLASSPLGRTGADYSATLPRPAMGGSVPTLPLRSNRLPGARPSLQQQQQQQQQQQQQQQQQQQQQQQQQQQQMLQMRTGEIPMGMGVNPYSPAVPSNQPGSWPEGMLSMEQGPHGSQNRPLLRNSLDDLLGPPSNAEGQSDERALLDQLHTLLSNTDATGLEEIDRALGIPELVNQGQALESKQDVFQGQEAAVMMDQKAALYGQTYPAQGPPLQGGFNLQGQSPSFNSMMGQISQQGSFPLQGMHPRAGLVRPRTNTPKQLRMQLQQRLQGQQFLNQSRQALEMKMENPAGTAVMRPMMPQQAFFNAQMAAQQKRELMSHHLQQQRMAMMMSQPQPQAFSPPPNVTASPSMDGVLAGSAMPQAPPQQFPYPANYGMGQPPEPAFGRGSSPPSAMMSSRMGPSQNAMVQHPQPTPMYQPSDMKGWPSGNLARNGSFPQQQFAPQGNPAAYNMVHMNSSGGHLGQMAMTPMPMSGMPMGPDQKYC
IMP-1 inhibitor = blocks Pseudomonas aeruginosa IMP-1 metallo-beta-lactamase; purified IMP-1, nitrocefin hydrolysis, epi-absorbance fluorescence; inhibition, % at 5.6 µM; 290,000 tested, 0.45% active;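 active means inhibition above the mean plus 3 SD of all compounds in the same screening run, cut at about 4.5% in these data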;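 further: 0% = IMP-1 with DMSO and 100% = DMSO wells lacking enzyme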
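System: Purified IMP-1 | Read-out basis: Percent enzyme inhibition | Controls: IMP-1 with DMSO as 0%, enzyme-free DMSO as 100% | Replicates: One well per compound | Doses: 5.6 µM nominal single concentration | Detection: Epi-absorbance fluorescence, 480 nm excitation, 530 nm emission | Incubation: 25 °C, 15 min preincubation, 25 min reaction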
UBC9 SUMO inh = SUMOylation inhibition. HTRF SUMOylation assay, SAE1/SAE2 + UBC9, in vitro. P63279. inhibition, % at 35 µM. 290,000 tested, 0.36% active; in the data active means inhibition above about 50%, passing the limit was not always enough; further: strong numbers were not always called active
IDE cell inh = inhibits human insulin-degrading enzyme in HEK cells | AID 434962 | 320,000 tested, 0.41% active | inhibition, % at 5.59 µM | FAbetaB cleavage, fluorescence polarization;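 active means percent inhibition above the average of all tested compounds plus 3 SD, set per screening campaign, cut at about 16% in these data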;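 further: IDE supplied by intact live HEK cells; FP after avidin binding of uncleaved biotin substrate so inhibition keeps polarization high; 0% = DMSO wells and 100% = 60 µM reference IDE inhibitor Ii1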
IDE cell activ = boosts human insulin-degrading enzyme activity in HEK cells; P14735; FAbeta-B cleavage, fluorescence polarization; 0% vehicle, 100% cell-free pure enzyme wells; activation, % at 5.96 µM; 340,000 tested, 0.073% active;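 active means activation above the mean of all tested compounds plus 3 SD, set per screening campaign, cut at about 17% in these data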
The depositor's hits bear a star; nt = not tested or not shown.

Value order – CRFBP-R2 block, GalR3 antag, NS3 helicase inh, VIM-2 inhibitor, pCIP destab, IMP-1 inhibitor, UBC9 SUMO inh, IDE cell inh, IDE cell activ
- CCC[C@@H](CNC)NC[C@H](Cc1ccccc1)NCCCCc1ccccc1
→ -7.3, -5.7, -71.3, 55.6*, -7.8, -1.7, 15.9, 2.4, 1.7
- CCOC(=O)CCc1c(C)nc(SCC(=O)O)c(C#N)c1C
→ -0.3, 0.3, 1.7, -2.1, -8.3, -4.4, 11.7, -3.2, 5.0
- O=[N+]([O-])c1cc(C(F)(F)F)ccc1Oc1cccnc1[N+](=O)[O-]
→ 0.6, -0.9, -8.3, -3.8, -4.6, -5.5, 5.5, 0.3, -3.2
- Cc1ccc(S(=O)(=O)N2CCN(CC(=O)Nc3ccnn3C3CCCC3)CC2)cc1
→ -9.3, -4.7, nt, nt, nt, nt, nt, 1.9, 1.3
- COc1ccc(/C=C(/NC(=O)c2ccccc2)C(=O)NC2CCS(=O)(=O)C2)cc1 (stereo not given)
→ 6.5, nt, 6.7, -2.8, -2.8, -0.4, 26.0, 4.1, 4.9
- CCOc1ccc(/C=N/N(C)c2ccccc2)cc1OC
→ -1.9, 0.7, 0.1, -2.3, 12.7, -5.9, -12.4, -1.3, -5.6
- COc1ccc(CCNC(=O)C/C(C)=N/NC(=O)C23CC4CC(CC(C4)C2)C3)cc1OC
→ -12.5, 2.2, -1.5, -3.9, -9.2, -2.5, 0.8, 6.6, 1.9
- Cc1nc2ccc(NC(=O)c3ccc(S(=O)(=O)N(C)c4ccccc4)cc3)cc2s1
→ -12.9, -11.3, -17.0, -0.4, -6.6, -0.6, 5.6, 2.9, -6.6
- COc1ccc(/C=C/CN2CCN(Cc3ccccc3)C(CCO)C2)cc1 (stereo not given)
→ -1.9, -3.4, 13.5, -2.8, -2.4, -2.6, 2.3, -3.4, 2.8
- COc1ccc(CCNC(=O)c2cnn(-c3ccc(C)c(C)c3)c2NC(=O)c2ccco2)cc1OC
→ -21.8, -5.2, 0.0, 2.0, -10.1, -1.3, -5.5, -2.3, 4.1
- CC(C)(C)c1ccc(C(=O)NCC(=O)N/N=C/c2ccccc2OCC(=O)O)cc1
→ -42.6, -5.6, 6.4, -2.8, -9.7, -2.4, 0.2, 3.2, 1.8
- O=C(Nc1cccc(S(=O)(=O)C(F)F)c1)c1ccc(S(=O)(=O)N2CCOCC2)cc1
→ -38.6, 1.2, 4.0, -1.0, -1.5, 1.0, 11.6, -2.4, 2.0
- CC(C)c1ccc(NC(=O)C2CC3CCC2C3)cc1 (stereo not given)
→ -12.8, -6.0, 2.9, 0.9, -10.4, -1.9, 8.7, 2.0, -4.5
- Cc1ccc(C)c2[nH]c(=O)c(CN(CC3CCCO3)C(=O)NC3CCCCC3)cc12 (stereo not given)
→ -23.8, -1.1, -0.7, -1.3, -7.2, -3.8, 4.0, 5.6, 4.6
- Cc1ccc(N=C2c3ccccc3C(=O)C2[N+](=O)[O-])cc1C (stereo not given)
→ 4.0, -3.8, -7.0, -1.6, -3.1, -0.8, 10.0, 7.3, -0.1
- CC1CCc2c(sc(/N=C/N(C)C)c2C#N)C1 (stereo not given)
→ 6.6, -5.2, 3.4, 1.3, 12.1, -3.8, -9.7, -3.6, -1.2
- O=C(Nc1ccc(C(=O)NCc2ccccc2)cc1)C1=CSCCO1
→ -0.4, -7.4, -3.5, -2.0, 7.3, -1.1, -15.2, 2.0, -2.7
- O=C(COC(=O)c1cncc(Br)c1)NC1CC1
→ 5.3, -0.5, 1.9, -6.0, -10.7, -1.2, 14.8, 4.7, 3.9
- O=C(N/N=C/c1sc(N2CCOCC2)nc1-c1ccccc1)c1cccc(S(=O)(=O)N2CCOCC2)c1
→ -7.2, 0.1, 7.2, -0.7, -26.8, -0.7, 21.0, -3.4, 4.6
- NC(=S)n1[nH]c(-c2ccc([N+](=O)[O-])cc2)c(N=Nc2ccc(O)cc2)c1=O
→ -6.9, -3.0, -2.7, -6.8, -6.2, -5.9, 8.4, -1.6, 8.9
- CC1(C)CC(=O)C(C=NCCCn2ccnc2)=C(O)C1
→ 14.5, 2.3, 5.6, -1.5, -12.4, -1.0, 16.1, -1.4, 3.6
- Cc1c(C)c(C)c(CN2CCSCC2)c(C)c1C
→ -16.2, -3.9, -4.2, -2.4, -28.7, -0.6, 20.6, 3.2, -2.1
- COc1ccccc1NC(=O)CCc1nc2ccccc2s1
→ -9.1, -3.6, -0.6, -2.3, -5.9, -5.4, -8.0, -3.5, -2.2
- C/C(=N/NC(=O)C1COc2ccccc2O1)c1ccco1 (stereo not given)
→ 2.4, -6.7, 9.9, -3.7, -14.7, -4.0, -6.4, 0.7, 4.0
- CCn1c(=O)c2cc(C(=O)N3CCCC3)sc2c2ccccc21
→ nt, nt, -9.8, -0.6, -11.0, -3.7, -1.0, nt, nt
- O=C(CCl)NC(=O)NC12CC3CC(CC(C3)C1)C2
→ 10.7, -6.2, -5.8, -1.2, -0.4, -1.2, -0.9, 7.8, 0.0
- COC(=O)C(CC(=O)c1ccccc1)CC(=O)c1ccccc1
→ 1.9, -11.9, 1.9, -0.8, -0.7, -1.4, -1.8, 1.0, 5.1
- CCCCNc1c(-c2ccc(SC(C)CC)c(OC)c2)nc2ccc(C)cn12 (stereo not given)
→ -8.7, -2.8, nt, nt, nt, nt, nt, 0.7, 3.7
- Cc1ccc(C)c(NS(=O)(=O)c2cc(C(=O)NCc3ccccn3)ccc2Cl)c1
→ -3.8, -3.8, -9.7, 0.3, -2.4, -0.9, 6.3, 1.1, 8.6
- Cc1cc(C(=O)NCCc2ccccc2)ccc1[N+](=O)[O-]
→ -0.4, 9.5, 2.0, -0.9, 0.6, -1.4, -2.1, 0.3, -2.9

Further results follow.
molecule,CRFBP-R2 block,GalR3 antag,NS3 helicase inh,VIM-2 inhibitor,pCIP destab,IMP-1 inhibitor,UBC9 SUMO inh,IDE cell inh,IDE cell activ
COc1cc2c(=O)nc3n(c2cc1OC)C(c1ccccc1)N=C(N)N3 (stereo not given),nt,nt,0.3,-4.1,9.7,-2.8,-9.0,nt,nt
CCCCn1c(=O)c(CCC(=O)OCC(=O)NC(=O)NCCOC)nc2ccccc21,6.6,2.3,9.5,-2.0,-1.4,-3.2,-7.6,-0.7,3.3
O=C(N/C(=C\c1ccc(Br)cc1)C(=O)N1CCOCC1)c1ccc(Br)o1,-14.1,-6.3,11.9,-3.4,-15.5,-4.8,18.4,0.4,-5.1
COc1ccc2cc(Br)ccc2c1CC(=O)NCCCN1CCOCC1,-10.3,-4.0,nt,nt,nt,nt,nt,9.4,-1.6
Cc1ccccc1NC(=O)CN1C(=O)NC(C)(c2ccc3c(c2)OCO3)C1=O (stereo not given),-20.9,-4.0,7.2,-4.0,-4.0,-4.3,1.7,3.2,1.3
COc1ccc(-n2ccnc2SCC(=O)NCc2ccc(F)cc2)c(OC)c1,-12.4,-2.5,6.5,-4.1,-3.4,-3.2,2.6,-7.5,2.5
CCC(C(=O)NC1CCCC1)N(C(=O)c1snc(C(N)=O)c1N)c1ccc2c(c1)OCCO2 (stereo not given),-15.5,nt,-5.0,-0.5,-4.8,0.7,6.4,-4.2,7.0
COc1ccc(CCNC(=O)c2csc3c2CCCC3)cc1,-6.2,-6.0,2.2,-2.5,-14.5,-3.4,-1.3,11.8,-4.3
COc1ccc(OC)c(NC(=O)C2CCN(S(=O)(=O)c3ccc4c(c3)CC(C)N4C(C)=O)CC2)c1 (stereo not given),6.8,-0.7,-22.1,0.5,-8.5,0.1,13.7,0.2,8.6
Cc1cccc(C)c1NC(=O)CNC(=O)COC(=O)c1ccc(Cl)s1,-0.4,-5.1,nt,nt,nt,nt,nt,3.8,1.3
Cc1ccc(-c2ccc(SCC(=O)c3ccccc3)nn2)cc1,4.2,-10.8,5.7,-2.6,0.9,-4.0,-23.1,0.1,6.3
CC1(C)C2([N+](=O)[O-])CN3CC1([N+](=O)[O-])CN(C2)C3c1ccccc1 (stereo not given),14.4,-6.0,4.7,-2.3,-10.3,-1.7,7.9,1.9,-0.3
CC1CN(CCC(=O)Nc2ccc3c(c2)CCC3)CC(C)O1 (stereo not given),8.4,3.4,-2.0,-0.8,-10.4,-1.9,1.7,3.3,1.7
Cc1scc(C(=O)NNC(=S)NCC2CCCO2)c1C (stereo not given),-2.0,-3.8,8.1,-4.4,-21.8,-2.4,9.8,9.5,-2.0
COCCCNC(=S)NNC(=S)Nc1ccc(OC)cc1,18.7,-2.7,9.4,-1.5,-1.5,0.8,-19.5,0.9,nt
O=C(Nn1cnc2ccccc2c1=O)c1c(F)cccc1F,5.8,-8.2,-4.8,-3.5,-0.6,-3.1,-7.9,0.6,4.3
CCCCOC(=O)c1ccc(NC(=O)Nc2ccc(OC)c(OC)c2)cc1,-5.4,1.4,-16.8,-1.6,6.2,-3.5,-11.9,2.6,8.3
COC(=O)c1cn(-c2ccc(F)cc2)c(=O)c2ccccc12,16.1,-2.0,-7.8,0.2,-14.9,-2.4,9.3,-2.3,-2.4
O=c1c2[nH]c3ccccc3c2ncn1Cc1ccccn1,1.3,-1.0,1.6,-2.6,-7.5,-1.9,1.6,3.0,1.7
CC(NC(=O)CC1CCCCC1)c1ccccc1 (stereo not given),-4.1,-11.3,16.5,-0.1,-4.5,-0.6,-6.5,-2.1,-3.5
O=C(Nc1ccnn1C1CCN(C/C=C/c2ccccc2)CC1)C1CCCC1,-9.6,0.1,-18.9,0.7,-8.3,-0.5,2.6,-10.9,-1.1
C=CCNC(=O)c1c(N)n(-c2ccc3c(c2)OCO3)c2nc3ccccc3nc12,-1.9,-3.4,0.7,-0.7,-34.1,-1.1,25.2,0.4,6.0

Shown with each value named: part of the list above
COCCCNC(=S)NNC(=S)Nc1ccc(OC)cc1
  CRFBP-R2 block: 18.7
  GalR3 antag: -2.7
  NS3 helicase inh: 9.4
  VIM-2 inhibitor: -1.5
  pCIP destab: -1.5
  IMP-1 inhibitor: 0.8
  UBC9 SUMO inh: -19.5
  IDE cell inh: 0.9
  IDE cell activ: nt
O=C(Nc1ccnn1C1CCN(C/C=C/c2ccccc2)CC1)C1CCCC1
  CRFBP-R2 block: -9.6
  GalR3 antag: 0.1
  NS3 helicase inh: -18.9
  VIM-2 inhibitor: 0.7
  pCIP destab: -8.3
  IMP-1 inhibitor: -0.5
  UBC9 SUMO inh: 2.6
  IDE cell inh: -10.9
  IDE cell activ: -1.1
O=c1c2[nH]c3ccccc3c2ncn1Cc1ccccn1
  CRFBP-R2 block: 1.3
  GalR3 antag: -1.0
  NS3 helicase inh: 1.6
  VIM-2 inhibitor: -2.6
  pCIP destab: -7.5
  IMP-1 inhibitor: -1.9
  UBC9 SUMO inh: 1.6
  IDE cell inh: 3.0
  IDE cell activ: 1.7

From PubChem

Not a hit list; any-hit rate near 3.2%.
